# Screening results: PubChem, several laboratories
# LYP phosphatase – LYP phosphatase inhibitors, primary screen, biochemical, DiFMUP fluorescence, recombinant catalytic domain, 10 µM (AID 606); Tyrosine-protein phosphatase non-receptor type 22 (Homo sapiens); recombinant LYP catalytic domain, DiFMUP fluorescence; higher % means a stronger effect; inhibition, % at 10 µM, or IC50 in µM where a hit was titrated; 52,000 tested, under 10 active;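 active = IC50 under 40 µM in the dose-response test; inactive = IC50 of 40 µM or more, or never dose-tested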
# Bfl-1 inhibitors – Bfl-1 inhibitors, primary screen, biochemical, fluorescence polarization, FITC-Bid, mouse (AID 432); Bcl-2-related protein A1 (Mus musculus); one-dose displacement, % at 20 µM; IC50 in µM for titrated hits; 64,000 tested, 0.02% active; FITC-Bid BH3 peptide fluorescence polarization displacement; higher % means a stronger effect; in the data active = a potency from the dose series; inactive = the rest, 99 in 100 with displacement below about 15%; note: strong numbers were not always called active
# HT1080 cytotoxicity – cytotoxicity in HT1080 fibrosarcoma cells, cell-based, fluorescence readout (AID 620). HT1080 viability, fluorescence; higher % means a stronger effect. cytotoxicity, % at 10 µM, or EC50 in µM where a hit was titrated. 87,000 tested, 0.42% active;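 note: cells exposed to compound overnight then 4 h with Alamar Blue; 0% = vehicle DMSO and 100% = killing control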
# HPDE-C7 viability – cytotoxicity in HPDE-C7 cells, cell-based, fluorescence, HTS (AID 430). HPDE-C7 pancreatic duct cells viability, fluorescence; higher % means a stronger effect. one-dose cytotoxicity, % at 10 µM; EC50 in µM for titrated hits. 63,000 tested, 1.8% active;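 note: cells exposed to compound for 48 hours before viability readout; 0% = vehicle and 100% = reference cytotoxic drug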
# Spn PMK inh – S. pneumoniae PMK inhibitors, primary screen, biochemical, mevalonate pathway, pilot trial included | inhibition, % at 10 µM | purified PMK, PK/LDH-coupled NADH absorbance 340 nm | AID 539, 2006 | 65,000 tested, 0.49% active;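 active = top-ranked compounds by inhibition in the single 10 µM screen, taking a fixed number of the strongest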;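 note: 0% = full reaction with DMSO carrier and 100% = background rate without enzyme reaction; no value below 0 was filed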
# HPDE-C7K KRASV12 – cytotoxicity in KRAS-transformed pancreatic duct cells, primary screen, cell-based, fluorescence, HTS (AID 431). 63,000 tested, 1.7% active. cytotoxicity, % at 10 µM; hits with a dose series show EC50 in µM. HPDE-C7K KRASV12 cells, Alamar Blue viability, 48 h; higher % means a stronger effect;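 active = compounds whose percent cytotoxicity in the single-dose primary screen, scaled between solvent and toxic-drug controls, exceeds 50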;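 note: 0% = DMSO solvent wells and 100% = doxorubicin-treated wells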
# Spn DPM-DC inh – S. pneumoniae DPM-DC inhibitors, primary screen, biochemical, PK/LDH-coupled NADH fluorescence; diphosphomevalonate decarboxylase (Streptococcus pneumoniae D39); purified DPM-DC; 65,000 tested, 0.49% active; AID 556, 2006; calls only at 10 µM;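 active = the 320 compounds with the highest percent inhibition in the single-dose primary screen, excluding strongly autofluorescent ones, cut at about 32% in these data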;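 note: kinetic rate of NADH fluorescence loss reporting ADP formed by the decarboxylase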
# Spn MK inh – S. pneumoniae MK inhibitors, primary screen, biochemical, PK/LDH-coupled NADH absorbance. 65,000 tested, 0.48% active. inhibition, % at 10 µM. purified MK, PK/LDH-coupled NADH absorbance 340 nm. AID 555, 2006. mevalonate kinase [Streptococcus pneumoniae D39];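 active = ranked among the strongest by inhibition in the single 10 µM screen, a fixed top-ranked set picked for dose follow-up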; note: no value below 0 was filed
# TNAP inhibition – human TNAP enzyme inhibitors, biochemical, luminescent (AID 518); Alkaline phosphatase, tissue-nonspecific isozyme (Homo sapiens); purified TNAP enzyme, luminescent substrate readout; higher % means a stronger effect; one-dose inhibition, % at 20 µM; IC50 in µM for titrated hits; 64,000 tested, 0.09% active; in the data active = a potency from the dose series; inactive = the rest, 99 in 100 with inhibition below about 22%;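 note: plate controls were vehicle for no effect and reference inhibitor for full effect; many of its hits are not listed in these tables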
# Spn PMK inh pilot replicates – also measured in Spn PMK inh; calls as there; inhibition, %; measured here: pilot screen replicates
# Spn MK inh pilot replicates – further read-out of Spn MK inh, marked with its call; inhibition, %; measured here: pilot screen replicates
# Spn DPM-DC inh pilot screen % – further read-out of Spn DPM-DC inh, marked with its call; inhibition, %; measured here: pilot screen trials
# * hit, by the source's call; i = inactive; · = not tested or not shown. Cut-off read from the data, not from the text of the source, unless noted: active = cytotoxicity above about 50%; inactive = the rest.
# Start of the data: the first 12 compounds (preview)
SMILES,LYP phosphatase,Bfl-1 inhibitors,HT1080 cytotoxicity,HPDE-C7 viability,Spn PMK inh,HPDE-C7K KRASV12,Spn DPM-DC inh,Spn MK inh,TNAP inhibition,others
O=C(CCn1c(=S)[nH]c2cc3c(cc2c1=O)OCO3)NCCN1CCCC1,-3%,-6%,4%,1%,12,2%,i,0,9%,
O=C(NCCc1ccccc1)C1CCCN1C(=O)NCc1ccccc1 (stereo not drawn),·,-4%,1%,8%,18,-8%,i,7,6%,
CCOC(=O)c1c(C)c(C(=O)NCCCOC(C)C)c(C)n1C,8%,-7%,-8%,-11%,13,3%,i,4,1%,
COc1ccccc1CN(CC(=O)NCc1ccco1)C(=O)CNS(=O)(=O)c1ccccc1,6%,-5%,-27%,5%,4,1%,i,7,0%,
CC(C)N(Cc1nnc(-c2ccccc2Cl)o1)C(=O)c1cccc(C#N)c1,·,-11%,9%,-18%,0,-9%,i,12,10%,
CNC(=O)c1ccc(N(Cc2ccccc2)S(C)(=O)=O)cc1,-6%,-3%,7%,2%,1,0%,i,0,3%,
O=C(OC(C(=O)NCC1CCCO1)c1ccc(F)cc1)c1ccco1 (stereo not drawn),·,-3%,-4%,-12%,12,-12%,i,0,2%,
COc1cccc(-c2nc(Cc3ccc(OC)c(OC)c3)no2)c1,·,0%,-3%,-12%,5,-15%,i,9,9%,
CCCN(CCC)CCNC(=O)c1cc2c(C)nc3ccccc3c2o1,10%,3%,0%,-10%,7,-10%,i,11,4%,
CCCCNC(=O)CSc1nc2cc3c(cc2c(=O)n1CCCN(CC)CC)OCO3,·,-4%,0%,0%,13,0%,i,7,1%,
Cc1nc2c(c(N3CCOCC3)n1)OCC(=O)N2,7%,-3%,-8%,4%,7,6%,i,3,10%,
COc1ccc(Cl)cc1NC(=O)CN(C(=O)c1ccco1)C1CCCCC1,6%,-2%,16%,-2%,13,5%,i,9,3%,

# The list itself, previewed entries included:
SMILES,LYP phosphatase,Bfl-1 inhibitors,HT1080 cytotoxicity,HPDE-C7 viability,Spn PMK inh,HPDE-C7K KRASV12,Spn DPM-DC inh,Spn MK inh,TNAP inhibition,others
O=C(CCn1c(=S)[nH]c2cc3c(cc2c1=O)OCO3)NCCN1CCCC1,-3%,-6%,4%,1%,12,2%,i,0,9%,
O=C(NCCc1ccccc1)C1CCCN1C(=O)NCc1ccccc1 (stereo not drawn),·,-4%,1%,8%,18,-8%,i,7,6%,
CCOC(=O)c1c(C)c(C(=O)NCCCOC(C)C)c(C)n1C,8%,-7%,-8%,-11%,13,3%,i,4,1%,
COc1ccccc1CN(CC(=O)NCc1ccco1)C(=O)CNS(=O)(=O)c1ccccc1,6%,-5%,-27%,5%,4,1%,i,7,0%,
CC(C)N(Cc1nnc(-c2ccccc2Cl)o1)C(=O)c1cccc(C#N)c1,·,-11%,9%,-18%,0,-9%,i,12,10%,
CNC(=O)c1ccc(N(Cc2ccccc2)S(C)(=O)=O)cc1,-6%,-3%,7%,2%,1,0%,i,0,3%,
O=C(OC(C(=O)NCC1CCCO1)c1ccc(F)cc1)c1ccco1 (stereo not drawn),·,-3%,-4%,-12%,12,-12%,i,0,2%,
COc1cccc(-c2nc(Cc3ccc(OC)c(OC)c3)no2)c1,·,0%,-3%,-12%,5,-15%,i,9,9%,
CCCN(CCC)CCNC(=O)c1cc2c(C)nc3ccccc3c2o1,10%,3%,0%,-10%,7,-10%,i,11,4%,
CCCCNC(=O)CSc1nc2cc3c(cc2c(=O)n1CCCN(CC)CC)OCO3,·,-4%,0%,0%,13,0%,i,7,1%,
Cc1nc2c(c(N3CCOCC3)n1)OCC(=O)N2,7%,-3%,-8%,4%,7,6%,i,3,10%,
COc1ccc(Cl)cc1NC(=O)CN(C(=O)c1ccco1)C1CCCCC1,6%,-2%,16%,-2%,13,5%,i,9,3%,
COCCNC(=O)NC(=O)COC(=O)Cc1ccc2c(c1)OCCO2,·,2%,6%,-4%,14,2%,i,13,12%,Spn PMK inh pilot replicates=2.0;Spn MK inh pilot replicates=2.0;Spn DPM-DC inh pilot screen %=0.0
N#CCCN1CCN(Cn2c3ccccc3c3ccccc32)CC1,·,-12%,8%,-5%,0,6%,i,0,5%,
Cc1[nH]c(=O)c(C#N)c(C)c1Br,1%,-4%,2%,-11%,13,-5%,i,0,0%,
CCOc1ccccc1N(CC(=O)NC(C)(C)C)C(=O)Cn1nnc(-c2ccc(C)o2)n1,·,9%,0%,-10%,1,-5%,i,0,12%,
CN(C)CCNC(=O)Cn1nc(C(F)F)cc1C1CC1,1%,-3%,-6%,-2%,5,2%,i,5,7%,
COC(=O)c1ccc(Cn2cnc3ccccc3c2=O)cc1,7%,4%,1%,-32%,0,-15%,i,9,2%,
CC1(C)CC(=O)C(C=NC2CCCCC2)=C(O)C1,·,0%,-4%,-7%,7,-4%,i,8,5%,
Cc1nc(-n2cc(F)c(=O)[nH]c2=O)c2nc(C)oc2n1,·,-1%,26%,-3%,18,23%,i,11,12%,
Cc1ccc(CNc2ncc(-c3ccc4c(c3)OCO4)n2C)cc1,·,0%,2%,-9%,5,-6%,i,12,8%,
CCC(c1nnnn1CCc1ccccc1)N(Cc1ccco1)Cc1cc2cccc(C)c2[nH]c1=O (stereo not drawn),4%,2%,5%,14%,7,18%,i,0,13%,
O=C(c1ccc(F)cc1)N1CCC(O)(c2cccnc2)CC1,·,-1%,-3%,·,7,·,i,0,3%,
O=C(CCN1C(=O)C2C3C=CC(C3)C2C1=O)Nc1ccccn1 (stereo not drawn),8%,-4%,12%,-9%,9,-17%,i,9,9%,
COc1ccc(CCNC(=O)Cn2nnc(-c3ccc(N4CCOCC4)cc3)n2)cc1OC,-8%,-6%,16%,4%,9,14%,i,5,10%,
CCN(CCCNC(=O)CC(C(=O)N1CCc2ccccc21)n1ccnc1)c1cccc(C)c1 (stereo not drawn),-7%,6%,-1%,-15%,12,6%,i,0,2%,
c1cncc(-c2nc(-c3cccs3)cs2)c1,·,-6%,0%,-2%,4,3%,i,14,19%,
O=C(COc1cccc(-n2cnnn2)c1)NCCC1=CCCCC1,-4%,-9%,-10%,2%,0,-2%,i,0,-1%,
CCN(CC)C(=O)N1c2ccccc2CC(N(CC)CC)c2ccccc21 (stereo not drawn),1%,0%,-10%,-6%,5,-19%,i,0,9%,
Cc1cc(Oc2ccccc2)nc(-c2ccccc2O)n1,-3%,1%,2%,-12%,9,-8%,i,7,10%,
C/C=C(\C)CN1CCN(c2ccccc2F)CC1,17%,-3%,8%,9%,0,17%,i,51*,10%,
CC(CC#CCN1CCOCC1)OCCC#N (stereo not drawn),5%,-3%,1%,-23%,0,-36%,i,2,13%,
Cc1nc2sc(C(c3ccco3)N3CCC(Cc4ccccc4)CC3)c(O)n2n1 (stereo not drawn),-6%,5%,1%,-15%,9,-7%,i,9,8%,
O=C(NC1(C(F)(F)F)N=C2SCCN2C1=O)c1ccco1 (stereo not drawn),3%,-3%,3%,0%,8,2%,i,0,19%,
CCN(CCCNC(=O)C1CCN(S(=O)(=O)N2CCOCC2)CC1)c1cccc(C)c1,10%,-9%,-2%,-7%,16,-11%,i,4,-2%,
FC(F)(F)c1cc(-c2ccco2)nc(NCc2cccs2)n1,-9%,5%,-17%,34%,0,7%,i,21,0%,
Cn1c(C(=O)NCc2cccnc2)cc2sccc21,·,-3%,-2%,-14%,6,3%,i,6,15%,Spn PMK inh pilot replicates=0.0;Spn MK inh pilot replicates=0.0;Spn DPM-DC inh pilot screen %=0.0
CC1CN(C(=O)CCn2c(=O)oc3ccccc32)CC(C)O1 (stereo not drawn),18%,7%,11%,-14%,12,-2%,i,0,12%,
CCCCN(CCCNC(=O)C1CCN(S(=O)(=O)N2CCOCC2)CC1)c1ccccc1,17%,4%,1%,-21%,9,-20%,i,0,-5%,
COc1ccc(N2CCN(c3cc(C)c4ccc(O)cc4n3)CC2)cc1,-1%,4%,6%,41%,5,27%,·,0,7%,
CCS(=O)(=O)N1CCCC(c2nc(-c3cccc(OC)c3)no2)C1 (stereo not drawn),·,0%,1%,-23%,11,-28%,i,3,8%,Spn PMK inh pilot replicates=0.0;Spn MK inh pilot replicates=2.0;Spn DPM-DC inh pilot screen %=0.0
CCOc1cc(C(=O)Nc2ccccc2N2CCN(S(C)(=O)=O)CC2)cc(OCC)c1OCC,·,-2%,-1%,2%,0,7%,i,4,10%,
c1cnc(N2CCN(c3ncnc4c3oc3ccccc34)CC2)nc1,·,-1%,-19%,7%,6,35%,i,11,5%,
Cc1nc2scc(-c3ccccc3)c2c(=O)o1,-2%,-3%,-4%,5%,0,3%,i,1,1%,
Cc1noc(C)c1C(=O)Nc1ccc2c(c1)CCC2,6%,-3%,1%,-13%,0,-24%,i,8,7%,
CN(Cc1cnn(C)c1)C(=O)c1cc2ccccc2oc1=O,1%,-6%,-1%,-1%,12,7%,i,13,10%,Spn PMK inh pilot replicates=0.0;Spn MK inh pilot replicates=0.0;Spn DPM-DC inh pilot screen %=0.0
Cc1cc(F)c(F)c(C(=O)N2CCN(C)CC2)c1Cl,-2%,-4%,7%,5%,0,-14%,i,0,-2%,
Cc1cccc(CCNC(=O)C2CCCN(S(=O)(=O)c3cnc[nH]3)C2)c1 (stereo not drawn),-2%,0%,-3%,-10%,2,-10%,i,6,21%,Spn PMK inh pilot replicates=4.0;Spn MK inh pilot replicates=0.0;Spn DPM-DC inh pilot screen %=4.5
CCN=C1SC(CC(=O)Nc2sc(C)c(C)c2C(=O)OC)C(=O)N1CC (stereo not drawn),·,5%,2%,12%,3,3%,i,·,6%,
COc1ccc(CCNc2oc(COc3ccccc3F)nc2C#N)cc1OC,14%,3%,-14%,11%,13,-3%,i,5,9%,
Cc1ccc2nsnc2c1S(=O)(=O)NCc1cccnc1,-1%,4%,3%,-4%,10,1%,i,17,2%,
Cc1cc(C)c(S(=O)(=O)Nc2cccnc2)c(C)c1,-2%,-3%,11%,10%,9,15%,i,6,16%,Spn PMK inh pilot replicates=3.0;Spn MK inh pilot replicates=0.0;Spn DPM-DC inh pilot screen %=0.5

# Quoted at random: two records from the list.
SMILES,LYP phosphatase,Bfl-1 inhibitors,HT1080 cytotoxicity,HPDE-C7 viability,Spn PMK inh,HPDE-C7K KRASV12,Spn DPM-DC inh,Spn MK inh,TNAP inhibition,others
Cc1cc(F)c(F)c(C(=O)N2CCN(C)CC2)c1Cl,-2%,-4%,7%,5%,0,-14%,i,0,-2%,
COc1ccc(CCNc2oc(COc3ccccc3F)nc2C#N)cc1OC,14%,3%,-14%,11%,13,-3%,i,5,9%,
